hIAP act: human IAP activation. P09923. purified human IAP, CDP-Star luminescence, 30 min; hits give high values; 1 = vehicle-only enzyme, 0 = enzyme-free background. activation factor at 10 µM. 330,000 compounds, 0.16% hits. AID 2524;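 active = activation factor of the enzyme at least 2-fold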; also: the source names both 10 and 20 µM as test concentration; values of inactives mirror those of a sister screen read the other way
Target sequence (P09923 whole entry, looked up): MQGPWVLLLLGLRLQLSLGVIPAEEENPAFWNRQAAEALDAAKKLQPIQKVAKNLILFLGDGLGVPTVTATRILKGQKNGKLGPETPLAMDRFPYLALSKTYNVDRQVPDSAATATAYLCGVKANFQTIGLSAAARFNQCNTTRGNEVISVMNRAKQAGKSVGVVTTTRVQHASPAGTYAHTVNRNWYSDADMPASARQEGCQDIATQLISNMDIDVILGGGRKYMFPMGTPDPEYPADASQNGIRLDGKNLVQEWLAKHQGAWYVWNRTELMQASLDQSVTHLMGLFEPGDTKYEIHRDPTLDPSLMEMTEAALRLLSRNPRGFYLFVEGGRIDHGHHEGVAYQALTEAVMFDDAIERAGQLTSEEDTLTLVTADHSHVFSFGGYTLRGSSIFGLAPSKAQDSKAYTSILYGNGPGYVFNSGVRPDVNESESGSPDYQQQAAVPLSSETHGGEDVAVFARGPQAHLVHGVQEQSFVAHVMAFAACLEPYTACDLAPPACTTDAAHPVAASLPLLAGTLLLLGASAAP
ATG4B inhibitor: inhibitors of human ATG4B cysteine protease | Q9Y4P1 | ATG4B cleavage of LC3-PLA2, NBD-HPC fluorescence, 1 h | inhibition, % at 8.33 µM | 340,000 compounds, 0.51% hits | AID 504462; in the data active = inhibition above about 40%
tim10-1 inh: growth inhibitors of tim10-1 mutant yeast; AID 463190; S. cerevisiae tim10-1 ts strain growth, BacTiter-Glo, 24 h; 330,000 compounds, 2.2% hits; inhibition, % at 20 µM;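 active = inhibition of at least 40%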;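 also: mutant grown at 25 °C; 0% = DMSO wells with yeast and 100% = wells holding no yeast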
TIM10 inh: growth inhibitors of TIM10 yeast strain; inhibition, % at 10 µM; S. cerevisiae TIM10 strain growth, BacTiter-Glo luminescence, 24 h; 330,000 compounds, 1.4% hits; AID 463195;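 active = inhibition of 40% or more at the single tested concentration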;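 also: wild-type TIM10 isogenic control strain grown at permissive 25 °C; 0% = DMSO yeast wells and 100% = minimal medium wells without yeast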
Apaf1 inhib: human Apaf-1 inhibition | O14727 | reconstituted apoptosome caspase-3 activity, DEVD-Rh110 fluorescence | inhibition, % at 20 µM | 330,000 compounds, 0.71% hits; active = inhibition of at least 40% at 20 µM;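 also: plate controls were DMSO wells for no effect and DEVD-CHO caspase inhibitor wells for full effect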
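Material: reconstituted apoptosome with Apaf-1, cytochrome c, caspase-9, procaspase-3, dATP / Buffer or medium: pH 7.5 Hepes buffer with CHAPS, BSA, DTT / Also added: cytochrome c with DEVD-Rh110 / Schedule: compound with Apaf-1, dATP, procaspase-3 30 min, then 50 min reaction, room temperature / Technique: rhodamine 110 fluorescence at Ex 480/Em 540 nm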
hIAP inh: blocks human intestinal alkaline phosphatase; P09923; 330,000 compounds, 0.12% hits; AID 2544; purified IAP, CDP-Star luminescence, 30 min; inhibition, % at 10 µM;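 active = inhibition reaching a set limit with compound at 10 µM in the primary screen, cut at about 35% in these data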;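 also: plate controls were DMSO wells with enzyme for no effect and no-enzyme buffer wells for full effect; values of inactives mirror those of a sister screen read the other way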
mIAP block: mouse IAP inhibition. purified mouse IAP, CDP-Star luminescence, 30 min. inhibition, % at 10 µM. 330,000 compounds, 0.2% hits;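 active = inhibition of at least 40% at 10 µM in the primary screen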;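 also: plate controls were DMSO with enzyme for no effect and no enzyme wells for full effect; values of inactives mirror those of a sister screen read the other way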
NLRP3 yeast inh: inhibitors of NALP3 inflammasome in yeast; AID 2825; 330,000 compounds, 0.39% hits; inhibition, % at 10 µM; Yeast reconstituted NLRP3/ASC/caspase-1, beta-gal luminescence, 24 h;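 active = inhibition of 50% or more; inactive = inhibition below 50%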;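 also: plate controls were induced DMSO wells for no effect and uninduced yeast grown without galactose for full effect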
mIAP activ: increases mouse intestinal alkaline phosphatase activity. 330,000 compounds, 0.24% hits. activation factor at 10 µM. muIAP, CDP-Star luminescence, 30 min; hits give high values; 1 = vehicle-only enzyme signal, 0 = enzyme-free wells;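 active = activation factor of at least 2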; also: the source names both 10 and 20 µM as test concentration; values of inactives mirror those of a sister screen read the other way
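System: mouse IAP enzyme. Reagent: CDP-Star chemiluminescent phosphatase substrate. Benchmarks: DMSO wells, no-enzyme wells. Times: 30 min enzyme-substrate-compound incubation at room temperature. Detection: luminescence from enzymatic CDP-Star hydrolysis. Doses: test compounds delivered from DMSO solution.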
The depositor's hits bear a star.

A first look:
Short keys – A = hIAP act; B = ATG4B inhibitor; C = tim10-1 inh; D = TIM10 inh; E = Apaf1 inhib; F = hIAP inh; G = mIAP block; H = NLRP3 yeast inh; I = mIAP activ
1. Cc1ccc(S(=O)(=O)N2CCCCC2)cc1C(=O)NCc1ccc(S(N)(=O)=O)cc1
  A: 1; B: -8; C: -3; D: -8; E: -1; F: -5; G: 1; H: 3; I: 0.99
2. COc1cc(OC)cc(-c2cc(N)n(S(=O)(=O)c3cccc4nsnc34)n2)c1
  A: 1.1; B: -10; C: 1; D: 11; E: -1; F: -8; G: 0; H: -6; I: 1
3. O=C(Nc1ccccc1Cl)N1CCN(c2ccc3nnc(-c4ccc(F)cc4)n3n2)CC1
  A: 1; B: 5; C: 38; D: 19; E: 18; F: -2; G: -6; H: 7; I: 1.1
4. CC[C@H](C)C(=O)N[C@H]1CCCN1C(=O)/C=C/c1ccccc1
  A: 0.95; B: -4; C: -1; D: 2; E: 1; F: 5; G: -1; H: 9; I: 1
5. Cc1ccnc(NC(=O)c2cccc(S(=O)(=O)NCc3ccccc3)c2)c1
  A: 1.1; B: 1; C: 32; D: 9; E: 7; F: -8; G: 1; H: 30; I: 0.99
6. CC1=CC(c2ccccc2)n2nc(N)nc2N1 (centres undefined)
  A: 0.88; B: 4; C: -16; D: -6; E: -8; F: 12; G: 5; H: 12; I: 0.95
7. O=[N+]([O-])c1ccc(N(CC2CO2)S(=O)(=O)c2ccccc2)cc1 (centres undefined)
  A: 1; B: 4; C: -15; D: -7; E: 4; F: -4; G: -2; H: -55; I: 1
8. CCCNC(=S)N1CCC(NC(=O)c2cccc(C)c2)CC1
  A: 1.3; B: 4; C: -7; D: 9; E: -16; F: -32; G: 10; H: 10; I: 0.9
9. COc1ccc(CN(CC(=O)NCc2ccccc2)C(=O)CCC(=O)Nc2nccs2)cc1
  A: 1; B: -4; C: -3; D: 7; E: -1; F: -1; G: -5; H: 13; I: 1
10. COC(=O)c1cccc(Cn2nc(C)c([N+](=O)[O-])c2C)c1
  A: 0.98; B: -1; C: -8; D: -7; E: 11; F: 2; G: -4; H: 6; I: 1

Results (from the top)
Short keys – A = hIAP act; B = ATG4B inhibitor; C = tim10-1 inh; D = TIM10 inh; E = Apaf1 inhib; F = hIAP inh; G = mIAP block; H = NLRP3 yeast inh; I = mIAP activ
1. Cc1ccc(S(=O)(=O)N2CCCCC2)cc1C(=O)NCc1ccc(S(N)(=O)=O)cc1
  A: 1; B: -8; C: -3; D: -8; E: -1; F: -5; G: 1; H: 3; I: 0.99
2. COc1cc(OC)cc(-c2cc(N)n(S(=O)(=O)c3cccc4nsnc34)n2)c1
  A: 1.1; B: -10; C: 1; D: 11; E: -1; F: -8; G: 0; H: -6; I: 1
3. O=C(Nc1ccccc1Cl)N1CCN(c2ccc3nnc(-c4ccc(F)cc4)n3n2)CC1
  A: 1; B: 5; C: 38; D: 19; E: 18; F: -2; G: -6; H: 7; I: 1.1
4. CC[C@H](C)C(=O)N[C@H]1CCCN1C(=O)/C=C/c1ccccc1
  A: 0.95; B: -4; C: -1; D: 2; E: 1; F: 5; G: -1; H: 9; I: 1
5. Cc1ccnc(NC(=O)c2cccc(S(=O)(=O)NCc3ccccc3)c2)c1
  A: 1.1; B: 1; C: 32; D: 9; E: 7; F: -8; G: 1; H: 30; I: 0.99
6. CC1=CC(c2ccccc2)n2nc(N)nc2N1 (centres undefined)
  A: 0.88; B: 4; C: -16; D: -6; E: -8; F: 12; G: 5; H: 12; I: 0.95
7. O=[N+]([O-])c1ccc(N(CC2CO2)S(=O)(=O)c2ccccc2)cc1 (centres undefined)
  A: 1; B: 4; C: -15; D: -7; E: 4; F: -4; G: -2; H: -55; I: 1
8. CCCNC(=S)N1CCC(NC(=O)c2cccc(C)c2)CC1
  A: 1.3; B: 4; C: -7; D: 9; E: -16; F: -32; G: 10; H: 10; I: 0.9
9. COc1ccc(CN(CC(=O)NCc2ccccc2)C(=O)CCC(=O)Nc2nccs2)cc1
  A: 1; B: -4; C: -3; D: 7; E: -1; F: -1; G: -5; H: 13; I: 1
10. COC(=O)c1cccc(Cn2nc(C)c([N+](=O)[O-])c2C)c1
  A: 0.98; B: -1; C: -8; D: -7; E: 11; F: 2; G: -4; H: 6; I: 1
11. CC1(C)CC2CC(C)(CN2C(=O)c2cc(-c3ccccc3O)on2)C1 (centres undefined)
  A: 0.86; B: 4; C: 16; D: 18; E: 13; F: 14; G: -2; H: -30; I: 1
12. O=C(NCCO)C(c1ccccc1)c1ccccc1
  A: 1.1; B: -1; C: 10; D: 3; E: -7; F: -10; G: -2; H: 9; I: 1
13. COc1ccc(CN2CCNC(=O)C2CC(=O)O)cc1OC (centres undefined)
  A: 0.86; B: -7; C: 1; D: -3; E: -3; F: 14; G: 4; H: 13; I: 0.96
14. COC(=O)/C=C/c1oc2ccccc2c1C
  A: 0.92; B: -1; C: 10; D: 1; E: 10; F: 8; G: 7; H: -6; I: 0.93
15. COc1cccc(-c2nnc(-c3ccccc3NC(=O)c3ccc(C(C)(C)C)cc3)o2)c1
  A: 1.1; B: 4; C: -3; D: -11; E: -1; F: -10; G: -9; H: -8; I: 1.1
16. COc1ccc(NC(=O)C2CCCC2)cc1
  A: 1.2; B: 1; C: -8; D: -8; E: -3; F: -21; G: -4; H: 24; I: 1
17. O=C1CC(NCC2CCCO2)C(=O)N1c1ccc(F)cc1 (centres undefined)
  A: 0.91; B: -8; C: 5; D: -7; E: -18; F: 9; G: 10; H: 14; I: 0.9
18. O=C(O)COc1ccc2c(c1)O/C(=C\c1cccs1)C2=O
  A: 1; B: 4; C: 1; D: -5; E: 2; F: 0; G: 8; H: 11; I: 0.92
19. O=S(=O)(c1ccc(S(=O)(=O)N2CCC(O)CC2)cc1)N1CCCC1
  A: 0.88; B: -4; C: -13; D: 3; E: 1; F: 12; G: 15; H: 13; I: 0.85
20. COc1ccc(-n2nc(C(=O)NCC(=O)NCc3ccc(F)cc3)c3ccccc3c2=O)cc1
  A: 1; B: -1; C: 10; D: -1; E: 17; F: -4; G: 4; H: -3; I: 0.96
21. Cc1ccccc1-c1n[nH]c(=S)n1C
  A: 0.94; B: -5; C: 11; D: -1; E: -7; F: 6; G: 3; H: 5; I: 0.97
22. Cc1ccc(N2CC(O)(c3cccs3)[N+]3=C2CCCC3)cc1 (centres undefined)
  A: 0.98; B: -3; C: 24; D: 19; E: -15; F: 2; G: -6; H: -9; I: 1.1
23. COc1ccccc1NS(=O)(=O)c1ccc(N/N=C/c2ccccc2OCC(=O)O)c([N+](=O)[O-])c1
  A: 0.72; B: 4; C: 18; D: 22; E: 5; F: 28; G: 13; H: 4; I: 0.87
24. O=C(Nc1ccccc1)N1CCN(Cc2ccccc2)CC1
  A: 1; B: -11; C: 14; D: 3; E: -8; F: -2; G: -6; H: 20; I: 1.1
25. CCc1ccc(OCC(=O)N(C)C)c(Br)c1
  A: 1.1; B: -6; C: -1; D: -9; E: -9; F: -15; G: -11; H: 10; I: 1.1
26. Nc1nnnn1CC(=O)N/N=C/c1ccc(-c2cccc(Cl)c2)o1
  A: 1; B: -13; C: 2; D: 2; E: 10; F: 0; G: 15; H: 3; I: 0.85
27. CCc1c(C)nc2ncnn2c1Nc1ccc(C#N)c(Cl)c1
  A: 1; B: 5; C: 6; D: 2; E: -20; F: -4; G: 12; H: 2; I: 0.88
28. COC(=O)c1ccc2c(=O)[nH]c(CSc3nnc(C(F)(F)F)n3C)nc2c1
  A: 1; B: 9; C: 7; D: -5; E: -8; F: -4; G: -2; H: 11; I: 1

Compound activity: PubChem, Sanford-Burnham Center for Chemical Genomics
